SV40 large T antigen = SV40 large T antigen inhibitors, biochemical (AID 1903). SV40 large T antigen ATPase/helicase inhibition assay; higher % means a stronger effect. inhibition, % at 20 µM, or IC50 in µM where a hit was titrated. 310,000 compounds, 0.39% hits; in the data active = a potency from the dose series; inconclusive = inhibition mostly from about 32% at the one dose, without a potency; inactive = the rest, 99 in 100 with inhibition below about 32%; also: strong numbers were not always called active
T cell modulator = T cell immune modulators affecting CD8 T cell-vesicle binding. 2C CD8+ T cell-vesicle binding, flow cytometry; hits give low values. calls only at 7 µM. 330,000 compounds, 0.068% hits;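 active = response, share of CD8 T cells binding vesicles, and their 90th percentile fluorescence all below set limits, cut at about 80% in these data, passing the limit was not always enough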
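Incubation: binding step 1.5 h, 37 °C, antibody labelling 20 min, ice; system: murine 2C transgenic CD8+ T lymphocytes; technique: cytometric PE anti-B7-1 and Alexa647 anti-CD8 signals after 1% paraformaldehyde fixation; also added: QL9-charged Drosophila Ld/ICAM-1/B7-1 vesicles; control set: naked versus QL9-loaded vesicles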
RSV CPE inhibition = inhibition of RSV-induced cytopathic effect – HEp-2 cells, primary 10 µM value included (AID 2391); 310,000 compounds, 0.13% hits; HEp-2 cells, RSV-induced CPE inhibition; higher % means a stronger effect; CPE inhibition, % at 10 µM, or IC50 in µM where a hit was titrated; in the data active = a potency from the dose series; inconclusive = CPE inhibition mostly from about 23% at the one dose, without a potency; inactive = the rest, 99 in 100 with CPE inhibition below about 21%; also: strong numbers were not always called active
TNAP activators = human TNAP enzyme activators, primary screen, biochemical, luminescent, no phosphate acceptor, uHTS (AID 1001) | purified TNAP, luminescent activation assay, no phosphate acceptor; higher activation fold means a stronger effect | activation fold at 20 µM, or EC50 in µM where a hit was titrated | 200,000 compounds, 0.03% hits; in the data active = activation fold from about 3, or a potency from the dose series; inactive = the rest, 99 in 100 with activation fold below about 1.6; also: many of its hits are not listed in these tables
UTI89 phage lysis = inhibition of K1F phage lysis, E. coli UTI89, bacterial capsule biogenesis inhibitors, alamar blue (AID 488966). inhibition, % at 100 µM; hits with a dose series show IC50 in µM. 340,000 compounds, 0.02% hits. E. coli UTI89 K1F phage lysis, alamar blue, 2 h; higher % means a stronger effect;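 active = phage lysis inhibition, versus mean bacterial control, above a set limit; inconclusive = no clear call, values can overlap the other calls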;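 also: capsule biogenesis inhibitors block K1F phage lysis so surviving cells raise fluorescence; higher fluorescence means more inhibition of phage lysis; actives were called in the ten point dose series up to 300 µM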
Rac1 GTP hydrolysis = MgcRacGAP GTPase-activating activity inhibitors, confirmation, biochemical, ADP Hunter fluorescence. MgcRacGAP-stimulated Rac1 GTP hydrolysis, ADP Hunter fluorescence; higher % means a stronger effect; GST-tagged Rac1 F28L mutant substrate. inhibition, % at 30 µM; hits with a dose series show IC50 in µM. 340,000 compounds, 0.6% hits. AID 624330;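 active = first-screen hits whose inhibition reached a set limit at any dose in the follow-up dose series; inconclusive = inhibition above the set first-screen limit but never retested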;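 also: fluorescence reports GDP produced by GAP-driven GTP hydrolysis; strong numbers were not always called active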
Salmonella PhoP GFP = inhibitors of PhoP regulon expression, primary screen, Salmonella Typhimurium, GFP reporter (AID 1863); 300,000 compounds, 0.16% hits; S. Typhimurium PhoP-regulated promoter GFP reporter, 4 h; higher % means a stronger effect; inhibition, % at 50 µM; hits with a dose series show IC50 in µM;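 active = inhibition over 29.93%, a cutoff 3 SD above the screen mean, later confirmed by dose response; inconclusive = inhibition over 29.93% but no dose response follow-up; inactive = inhibition at most 29.93% or unconfirmed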;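 also: 0% = low Mg2+ inducing control and 100% = high Mg2+ repressing control; strong numbers were not always called active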
Myeloid diff 2 = promotes myeloid progenitor differentiation | 360,000 compounds, 1% hits | ER-HoxA9 myeloid progenitors, lysozyme-GFP differentiation, flow cytometry | AID 624256 | calls only at 10 µM;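 active = normalized GFP-positive differentiation at or above the plate's own cutoff, the solvent-only control mean plus 3 SD; inconclusive = no clear call, values can overlap the other calls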;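 also: cells exposed to compound for four days before flow analysis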
NTR1 agonist = NTR1-driven beta-arrestin-GFP spot formation – imaging, U2OS cells, high content, primary screen (AID 493036); activation, % at 20 µM; agonist mode; 330,000 compounds, 0.17% hits; P30989;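 active = activation at or above 40% of the spot to cytoplasm intensity ratio, with at least 20 cells analyzed; inconclusive = wells under 20 cells, flagged as cytotoxic or low count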;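 also: 0% = DMSO without peptide and 100% = 100 nM NTR1 peptide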
Target sequence (P30989 whole entry, looked up): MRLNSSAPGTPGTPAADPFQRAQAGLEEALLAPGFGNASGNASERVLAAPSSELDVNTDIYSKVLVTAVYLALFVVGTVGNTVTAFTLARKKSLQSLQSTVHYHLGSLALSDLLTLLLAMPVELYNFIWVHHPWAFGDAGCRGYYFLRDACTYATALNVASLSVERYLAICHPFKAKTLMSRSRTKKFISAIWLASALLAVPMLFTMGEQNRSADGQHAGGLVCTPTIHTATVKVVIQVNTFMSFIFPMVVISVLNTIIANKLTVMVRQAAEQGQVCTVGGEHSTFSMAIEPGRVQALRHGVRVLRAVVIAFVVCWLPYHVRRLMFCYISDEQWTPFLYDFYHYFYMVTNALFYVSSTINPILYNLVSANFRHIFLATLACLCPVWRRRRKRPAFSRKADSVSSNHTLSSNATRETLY
T cell modulator vesicle-bound % = also measured in T cell modulator; calls as there; double positive events, %; measured here: CD8+ vesicle-bound cell fraction;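 binding gate set so that unloaded-vesicle control wells show 10% double positive cells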
NTR1 agonist cell count 20 µM = further read-out of NTR1 agonist, marked with its call; cell count; measured here: cell count, cytotoxicity flag
Myeloid diff 2 GFP+ MAC1+ % = second read-out of Myeloid diff 2, no call of its own (marks repeat the call); GFP+ MAC1+ double positive, %; measured here: differentiation confirmed by MAC1 staining
Numbers without * were called inactive; i = inactive; ? = inconclusive; . = not tested or not shown; [ ] = another dose, or the depositor's remark.

SMILES	SV40 large T antigen	T cell modulator	T cell modulator vesicle-bound %	RSV CPE inhibition	TNAP activators	UTI89 phage lysis	Rac1 GTP hydrolysis	Salmonella PhoP GFP	Myeloid diff 2	Myeloid diff 2 GFP+ MAC1+ %	NTR1 agonist	NTR1 agonist cell count 20 µM
CCCCCCn1c(NCC)nc2c1c(=O)[nH]c(=O)n2C	1.3%	i	19.9	-0.7%	1.1	0.1%	10.7%	-3.5%	i	0.3	-0.9	43
COc1ccccc1C(=O)N(CCC1CCCN1C)c1nc2ccccc2s1 (stereo not given)	4.6%	i	11.3	-1.8%	1.1	0.2%	0.0%	-2.2%	i	0.1	-1.0	43
CCOc1ccc(S(=O)(=O)Nc2ccc(C(=O)NCCCN3CCOCC3)cc2)cc1	4.3%	i	25.0	0.0%	.	1.2%[50 µM]	6.0%	-8.6%	i	0.5	-0.5	57
CC(=O)Cn1ncc(N2CCOCC2)cc1=O	11.1%	i	45.6	1.5%	1	0.0%	3.5%	-11.0%	i	0.2	1.6	55
COc1ccc(C[C@H]2CN3C(=NC[C@@H]3C(C)C)N2C[C@H](C)NC(=O)c2ccc(C)c(Br)c2)cc1	6.3%	i	36.8	-1.5%	1.1	-0.6%	3.5%	-10.6%	i	1.2	5.5	73
CCOC(=O)C1=C(C)N=C2SC(C(=O)OC)=CC(=O)N2C1c1ccc(F)cc1 (stereo not given)	3.5%	i	13.6	-1.6%	1.1	6.0%	2.5%	3.9%	i	6.2	19.8	59
O=C(NCCc1ccccc1)c1cnc2sccn2c1=O	0.3%	i	45.6	3.2%	1.1	0.2%	-1.4%	-2.8%	i	2.5	-1.4	95
C/C=N/N(c1ccccc1)c1ccccc1	.	.	.	.	.	-0.2%	-1.6%	-3.6%	i	0.1	.	.
COc1ccc(NC(=O)N2CCCCCC2)c(OC)c1	8.2%	i	32.1	1.1%	1.1	-0.5%	-1.3%	-2.1%	i	0.3	-0.9	23
CC(C)C(=O)Nc1ccc(NC(=O)c2cccnc2)cn1	23.9%	i	47.9	0.5%	1.1	0.4%	7.6%	1.4%	i	0.9	0.1	46
O=C(COC(=O)Cc1ccsc1)NCC1CCCCC1	9.2%	i	59.1	1.2%	1.1	8.8%	5.5%	13.6%	i	0.4	-3.3	80
CCOC(=O)c1c(C)[nH]c(C)c1C(=O)COC(=O)C1CC(=O)N(CCc2ccccc2)C1 (stereo not given)	.	i	46.5	.	.	2.7%	1.2%	.	i	0.7	-1.6	60
CCOc1ccc(CNS(=O)(=O)c2ccc(-c3ccc(=O)[nH]n3)o2)cc1OC	6.8%	i	52.9	1.5%	.	2.0%	9.1%	1.5%	i	1.3	0.7	53
CCc1ccc(N2C(=O)C3C4CCC(C4=C(C)C)C3C2=O)cc1 (stereo not given)	6.0%	i	42.3	0.9%	1.1	1.2%[50 µM]	9.6%	-2.9%	i	0.4	4.4	77
CC1Cc2ccccc2N1C(=O)c1cc2sccc2n1Cc1ccc(F)cc1 (stereo not given)	8.0%	i	24.9	12.1%	1.1	0.0%	1.5%	3.0%	i	1.4	5.7	53
CN(CC(=O)Nc1ccc(F)cc1)C(=O)CN1C(=O)NC2(CCCC2)C1=O	.	.	.	.	.	-0.2%[50 µM]	-3.5%	.	i	0.7	-0.9	58
CCCCNC(=O)c1onc(CSc2cc(C)ccc2C)c1C(=O)O	17.2%	i	22.6	4.9%	1.1	0.2%	5.2%	-13.2%	i	1.1	3.6	51
CCC1=NN(C(=O)Cc2ccc([N+](=O)[O-])cc2)C(O)(C(F)(F)F)C1 (stereo not given)	12.2%	i	53.7	1.3%	.	0.5%	11.9%	7.0%	i	0.2	-0.5	35
COc1ccc(CNC(=O)[C@@H]2CC=C[C@@H]3CCN(C4CCCCC4)C(=O)[C@@H]32)cc1	22.4%	i	26.0	1.4%	.	0.5%	8.4%	-2.7%	i	0.7	-0.2	98
Cc1nc(N2CCN(c3ccc(Cl)cc3)CC2)[nH]c(=O)c1C	7.5%	i	56.8	1.8%	.	0.3%	0.8%	5.0%	i	0.2	0.6	62
Cc1cccc(-c2nc3c(s2)CCc2onc(-c4ccc(Br)cc4)c2-3)c1	11.3%	i	21.2	4.4%	.	0.2%	8.9%	-4.8%	i	0.9	7.7	84
COc1cnc(-c2ccccn2)nc1Oc1ccccc1Cl	5.1%	i	19.6	-2.1%	1	0.3%	5.3%	-4.6%	i	2.3	7.9	79
Nn1c(SCC(=O)Nc2cccc(F)c2)nnc1C1CCCCC1	2.3%	i	41.0	2.2%	1.1	0.2%	1.5%	-9.6%	i	0.6	2.3	87
COCCN(C(=O)c1ccco1)c1nc(-c2ccccc2)cs1	6.3%	i	52.7	6.0%	.	0.3%	14.5%	2.1%	i	0.1	5.7	62
COc1ccc(NC(=O)c2ccco2)cc1S(=O)(=O)N1CCOCC1	0.4%	i	41.1	-0.6%	1.1	-0.5%	0.9%	1.0%	i	0.6	-0.7	41
Cc1ccc([N+](=O)[O-])cc1S(=O)(=O)NCC1COc2ccccc2O1 (stereo not given)	16.2%	i	11.8	-0.5%	.	0.1%	12.1%	4.7%	i	0.9	1.1	58
O=[N+]([O-])c1cc(C(F)(F)F)ccc1N1CCN(CCO)CC1	3.6%	i	5.1	-1.5%	1.1	0.7%	4.2%	7.6%	i	0.2	0.3	34
COc1ccc2c(=O)c(C(=O)NCCc3ccccc3)c[nH]c2c1	4.8%	i	37.5	4.7%	.	0.2%	11.2%	-4.1%	i	0.6	2.1	69
NS(=O)(=O)c1cccc(NC(=O)CN2CCC(Cc3ccccc3)CC2)c1	-5.7%	i	8.9	0.0%	1	0.1%	5.0%	7.3%	i	0.4	-1.1	46
Cc1ccnc(NS(=O)(=O)c2ccc(NC(=O)c3cc(-c4ccccc4)nc4ccccc34)cc2)n1	-5.0%	i	5.5	2.1%	1	-0.1%[50 µM]	10.1%	-14.5%	i	0.3	0.5	78
CCOc1ccccc1NC(=S)Nn1cnnc1	8.2%	i	64.0	-0.2%	.	0.0%	5.8%	4.5%	i	1.1	-2.3	43
O=C(NCc1ccc(N2CCCC2=O)cc1)c1cn(Cc2ccccc2)nn1	13.8%	i	24.8	0.6%	1.2	0.8%	6.4%	0.2%	i	1.3	1.3	66
O=c1cc(O)n(-c2ccccc2F)c(=S)[nH]1	18.8%	i	26.1	-0.2%	1.1	2.5%	3.7%	-9.3%	i	1.1	1.5	53
CCOC(=O)C1CCN(C(=O)Nc2c(-c3ccccc3)noc2C)CC1	6.7%	i	31.7	2.6%	.	0.9%	4.5%	-13.6%	i	0.4	0.0	52
CCn1c(=O)[nH]c2cc(C(=O)Nc3cc(C)cc(C)c3)ccc2c1=O	7.5%	i	15.5	4.9%	1.1	0.3%	0.8%	0.3%	i	0.2	2.0	46
COC(=O)c1ccc(C2C(C#N)=C(N)Oc3cc(N)ccc32)cc1 (stereo not given)	8.7%	i	56.2	2.1%	.	1.4%	11.3%	-4.9%	i	0.4	1.2	61
COCCNC(=O)c1cc(-c2ccccc2)nn1Cc1cc(C)no1	.	i	28.4	.	.	0.1%	2.9%	.	i	1.7	4.8	50
CN1CCCN(Cc2cccc3ccccc23)CC1	4.2%	i	21.2	0.0%	.	-1.5%	?	-5.3%	i	0.5	0.7	45
O=C(CN1N=C(c2ccccc2)CCC1=O)NCc1ccccc1	-3.7%	i	16.4	1.2%	1.1	0.3%	6.3%	-8.9%	i	0.5	-1.8	52
O=C(Nc1nc(-c2ccccc2)cs1)c1ccc(N2CCOCC2)c([N+](=O)[O-])c1	2.7%	i	29.1	8.8%	1	0.7%	8.7%	-3.6%	i	0.4	69.8*	69*
O=C(CSc1nnc(CNc2ccc(Cl)cc2)o1)Nc1nc2ccccc2s1	14.7%	i	53.7	-1.6%	1.1	9.2%	5.7%	2.5%	i	1.5	-0.3	82
COc1ccc(C(=O)c2cnc[nH]2)cc1	17.8%	i	37.6	3.5%	.	.	.	-8.6%	i	0.2	0.2	52
Cc1ccc(S(=O)(=O)Oc2ccc(/C=C(/NC(=O)c3ccccc3)C(=O)Nc3ccccc3)cc2)cc1	6.1%	i	11.0	1.2%	1.1	1.9%	7.1%	2.0%	i	1.0	-0.4	47
Cc1nnc(NC(=O)CCn2c(=O)oc3ccccc32)s1	-2.5%	i	7.2	-0.2%	.	0.3%	4.9%	2.4%	i	0.3	-0.1	62
CCCC(=O)Nc1ccc2oc(=O)ccc2c1	7.8%	i	35.0	1.4%	1.1	0.1%	7.7%	-8.9%	i	0.4	-0.9	58
CCCOc1ccc(C2C(C(=O)c3cc4ccccc4o3)=C(O)C(=O)N2c2cc(C)on2)cc1 (stereo not given)	6.4%	i	10.4	0.9%	.	0.7%	3.8%	-5.1%	i	6.6	-0.6	48
Cc1cccc(CN2C(=O)N/C(=C/c3cc(C)n(-c4cc(C)ccn4)c3C)C2=O)c1	21.0%	i	30.8	1.0%	1	0.6%	11.5%	2.9%	i	0.6	0.9	47
CCOC(=O)C1CCN(C(=O)CCc2c(C)nc3cc(-c4ccc(OC)cc4OC)nn3c2C)CC1	-1.9%	i	61.3	4.0%	1.1	-0.2%	14.1%	0.8%	i	0.8	3.0	90
COc1ccc(CCNC(=O)C2CCN(S(=O)(=O)N3CCOCC3)CC2)cc1OC	8.3%	i	18.7	0.1%	1	-0.7%	-2.5%	1.2%	i	7.5	1.1	72

Two compounds from above with just T cell modulator vesicle-bound %, Myeloid diff 2 and NTR1 agonist cell count 20 µM:
Compound | T cell modulator vesicle-bound % | Myeloid diff 2 | NTR1 agonist cell count 20 µM
Cc1nnc(NC(=O)CCn2c(=O)oc3ccccc32)s1 | 7.2 | i | 62
CCCC(=O)Nc1ccc2oc(=O)ccc2c1 | 35.0 | i | 58

Screening data deposited in PubChem by several laboratories.
